# Rpn11 inh = inhibitors of human proteasome Rpn11 | O00487 | human 26S proteasome, Ub4-pepOG fluorescence polarization; 20S core pre-blocked with epoxomicin | calls only at 20 µM | 0.59% of 360,000 active;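 active = inhibition at 20 µM, scaled to each plate's controls, above about 33%, limit read from the data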
# Target sequence (O00487 whole entry, looked up): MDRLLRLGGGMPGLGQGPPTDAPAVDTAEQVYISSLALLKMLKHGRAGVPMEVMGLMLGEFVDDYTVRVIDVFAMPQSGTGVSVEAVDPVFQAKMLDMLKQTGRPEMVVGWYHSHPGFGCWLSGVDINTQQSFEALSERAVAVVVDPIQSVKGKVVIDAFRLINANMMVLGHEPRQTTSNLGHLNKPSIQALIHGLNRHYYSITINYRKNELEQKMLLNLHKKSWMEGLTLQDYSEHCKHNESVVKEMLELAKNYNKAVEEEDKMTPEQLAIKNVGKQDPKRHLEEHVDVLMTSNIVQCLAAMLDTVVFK
# NRP1-CendR mod = alters CendR peptide binding to human NRP-1 | inhibition, % at 25 µM | 0.85% of 360,000 active | AID 602438 | FAM-RPARPAR peptide binding to NRP-1, fluorescence polarization;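 active = inhibition or corrected inhibition above about 18%, plus a signal ratio from 0.5 to 1.5, limit read from the data, passing the limit was not always enough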; also: strong numbers were not always called active
# SUMO1 PPI mod = alters human SUMO1 binding to SIM partners; inhibition, % at 20 µM; SUMO1 binding to a labelled peptide, TR-FRET, 1 h; AID 602429; 0.33% of 360,000 active; P63165; in the data active = inhibition above about 37%
# Target sequence (P63165 whole entry, looked up): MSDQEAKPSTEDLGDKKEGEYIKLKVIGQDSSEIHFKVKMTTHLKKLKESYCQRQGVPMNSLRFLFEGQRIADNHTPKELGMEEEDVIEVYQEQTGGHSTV
# STEP block = inhibitors of human striatal-enriched phosphatase STEP. AID 588621. recombinant STEP, OMFP fluorogenic substrate, fluorescence. inhibition, % at 20 µM. P54829. 0.25% of 360,000 active;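 active = inhibition at 20 µM, scaled per plate between control wells, above about 37%, limit read from the data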;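 also: 0% = DMSO with enzyme and substrate and 100% = substrate only without enzyme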
#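 System: STEP phosphatase, cell-free reaction; Buffer or medium: Bis-Tris pH 6.0 buffer with DTT, detergent; Incubation: 20 min at room temperature, dark; Measured by: fluorescence, 480/540 nm.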
# LMPTP block = LMPTP (human) inhibition. inhibition, % at 20 µM. P24666. 0.22% of 360,000 active. recombinant LMPTP-A, OMFP fluorogenic substrate, fluorescence intensity;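 active = compounds that cut the enzyme signal by at least half of the control window in the single-dose screen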;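 also: plate controls were DMSO wells with enzyme plus substrate for no effect and substrate without enzyme for full effect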
# Target sequence (P24666 whole entry, looked up): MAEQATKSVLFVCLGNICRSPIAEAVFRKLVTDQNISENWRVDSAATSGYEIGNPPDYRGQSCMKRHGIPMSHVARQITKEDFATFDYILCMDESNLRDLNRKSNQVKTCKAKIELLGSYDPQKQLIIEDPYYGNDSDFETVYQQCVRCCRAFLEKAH
#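 Test system: LMPTP-A, protein tyrosine phosphatase of low molecular weight; Input: 0.625 nM enzyme; Incubation: 50 min dark incubation at room temperature; Signal: endpoint fluorescence intensity from OMFP dephosphorylation; Read-out basis: % inhibition versus control wells.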
# SKN-1 inh = blocks SKN-1 activity in C. elegans | inhibition, % at 21.8 µM | C. elegans VP596 Pgst-4::GFP/RFP ratio, acrylamide-induced, 24 h | 0.49% of 360,000 active;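 active = interference check ratio from 0.5 to 1.5 plus GFP to RFP signal ratio inhibition reaching or exceeding a fixed threshold, cut at about 30% in these data, passing the limit was not always enough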; also: some compounds called inactive have numbers as strong as hits
# MT1-MMP act inh = blocks activation of human MT1-MMP. P50281. HT1080 RFP-PRO-GFP cells, GFP/RFP ratio fluorescence, overnight; percent of plate control window, DMSO zero. GFP/RFP ratio change, % at 20 µM. 0.061% of 360,000 active. AID 651647;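 active = GFP/RFP ratio change of at least 30% with cell ATP level not reduced by more than half and red fluorescence within 50% of control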; also: strong numbers were not always called active
#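 Assay system – RFP-PRO-GFP reporter HT1080 cells · Compound dosing – single dose of 20 µM compound, 1% DMSO final · Incubation – overnight compound exposure at 37 °C · Measure – GFP/RFP fluorescence ratio · Benchmarks – DMSO wells and RFP-L50D-GFP cells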
# NadD inh = NadD (S. aureus) enzyme inhibition; 0.78% of 360,000 active; inhibition, % at 20 µM; purified NadD enzyme, colorimetric absorbance read-out; AID 602399; in the data active = inhibition above about 26%; also: some compounds past the cut are filed as inactive
# DNMT1 block = blocks human DNA methyltransferase DNMT1 | DNMT1 molecular beacon, Hinp1I cleavage, fluorescence | 0.83% of 360,000 active | inhibition (reported as % activation of signal), % at 10 µM; in the data active = inhibition above about 50%
# Scp1 inh = Scp-1 (human) phosphatase inhibition; Q9GZU7; Recombinant Scp1, phosphopeptide, malachite green phosphate absorbance; inhibition, % at 20 µM; 0.88% of 340,000 active; AID 493091;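 active = inhibition above about 50% at 20 µM, limit read from the data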;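 also: plate controls were DMSO wells with enzyme for no effect and wells lacking enzyme for full effect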
# Target sequence (Q9GZU7 76-261 limits assumed): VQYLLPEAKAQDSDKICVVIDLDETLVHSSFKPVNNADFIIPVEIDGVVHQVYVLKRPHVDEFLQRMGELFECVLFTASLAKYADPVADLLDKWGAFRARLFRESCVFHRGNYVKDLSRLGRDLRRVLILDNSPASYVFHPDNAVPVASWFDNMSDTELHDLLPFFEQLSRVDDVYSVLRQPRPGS
#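 Test system: SCP-1 catalytic domain; Buffer or medium: Acidic Tris acetate buffer with magnesium and detergent; Also added: Phosphorylated 17-residue peptide substrate; Compound: single 20 µM dose, 1% DMSO; Schedule: enzyme reaction 45 min at room temperature, colour 5 min, stabilisation 30 min; Signal: Phosphate-binding colour reagent, absorbance read at 630 nm.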
# The depositor's hits bear a star; i = inactive; nt = no result given.
SMILES,Rpn11 inh,NRP1-CendR mod,SUMO1 PPI mod,STEP block,LMPTP block,SKN-1 inh,MT1-MMP act inh,NadD inh,DNMT1 block,Scp1 inh
c1ccc(CCc2ccccc2-c2nc(-c3ccccn3)no2)cc1,i,11,1,2,2.8,1,-2,4,-4,10
COc1ccc(NCCC(O)c2ccc(Cl)cc2)cc1 (stereo not given),i,7,2,-1,-2.2,10,3,-6,-2,-12
CCC(C)(C)NC(=O)C(c1cccnc1)N(C(=O)c1csnn1)c1ccc(C)cc1 (stereo not given),i,-2,3,0,-0.3,0,-1,-4,0,-1
Cc1oc(-c2cccs2)cc1C(=O)N1CCC(C)(C(=O)NS(=O)(=O)C2CC2)C1 (stereo not given),i,-4,-4,3,-1.2,-6,0,3,0,nt
Cc1cc(O)c(N=Nc2ccc(C(=O)O)cc2)cc1C,i,18,-10,0,1.2,5,6,-3,5,-2
CCCCCOc1ccc(CN2CCOCC2)cc1Cl,i,10,2,0,-0.2,17,-1,-2,-7,-10
Nc1cccc(-c2c[nH]c3ncc(-c4cccnc4)cc23)c1,i,-7,7,-2,14,15,-13,6,-25,15
Cc1cc(-n2cnc3c(=O)[nH]cnc32)ccc1N,i,-1,2,-3,0.8,9,0,-1,0,-8
CC(C)(C)NC(=O)NC(=O)COC(=O)CCCc1c[nH]c2ccccc12,i,20,2,6,-0.8,-10,3,-7,-13,-12
N#Cc1c(NC(=O)Cn2nc(C(F)(F)F)c3c2CCCC3)sc2c1CCC2,i,3,3,10,2.7,0,-2,12,14,-4
CC1CC(C)CN(S(=O)(=O)c2ccc(NN)nc2)C1 (stereo not given),i,1,-4,-3,-0.5,-8,0,6,3,-4
CCOC(=O)c1nnn(-c2nonc2N)c1-c1cccs1,i,5,-4,4,-0.7,-4,2,-4,2,2
NC(=O)NCc1ccc(Cl)cc1,i,4,2,1,-2.5,1,1,1,-1,5
CC(C)Cc1nnc(NC(=O)CCN2C(=O)c3ccccc3C2=O)s1,i,-13,-5,2,-0.2,-6,0,4,1,-3
CC(c1nccs1)N(C)C(=O)c1cn(Cc2cccc3ccccc23)nn1 (stereo not given),i,0,-2,-1,0.0,1,-3,0,-2,-3

# Taken from above:
# Entry of `CC(C)(C)NC(=O)NC(=O)COC(=O)CCCc1c[nH]c2ccccc12` under SUMO1 PPI mod: 2
# Entry of `CCC(C)(C)NC(=O)C(c1cccnc1)N(C(=O)c1csnn1)c1ccc(C)cc1` (stereo not given) under NadD inh: -4

# Additional entries
SMILES,Rpn11 inh,NRP1-CendR mod,SUMO1 PPI mod,STEP block,LMPTP block,SKN-1 inh,MT1-MMP act inh,NadD inh,DNMT1 block,Scp1 inh
CCCn1nnnc1NCc1cccn1C,i,3,-1,-3,0.5,18,2,9,-27,0
Cc1ccc(C)c(NC(=O)c2cnccn2)c1,i,16,-2,-3,-0.9,-3,3,-6,4,-8
CCNS(=O)(=O)c1ccc(NC(=O)c2cc(C(F)(F)F)nn2C)cc1,i,3,0,-3,0.2,-8,3,0,-1,-8
COc1cccc(S(=O)(=O)N(C)C[C@H]2Oc3cc(Br)ccc3S(=O)(=O)N([C@@H](C)CO)C[C@H]2C)c1,i,5,-2,-1,-1.4,4,-1,-5,-7,nt
O=C(C1CCN(S(=O)(=O)c2ccc(Br)s2)CC1)N1CCN(C2CCCCC2)CC1,i,11,-5,1,-0.9,3,-3,2,-3,-5
O=C1N/C(=N\c2ccccn2)SC1Cc1ccc(Cl)cc1 (stereo not given),i,17,-3,-1,0.4,-4,3,-2,2,-4
Cc1nc(NC(=O)CSc2nnc3ccccn23)c(Cl)cc1Cl,i,2,-2,-2,-1.7,-4,1,4,2,1
O=C1CC(c2ccccc2)C(=O)N1c1cccc(O)c1 (stereo not given),i,3,3,3,-0.2,10,1,1,-5,-2
COc1ccc(/C=N/NC(=O)c2ccc(COc3cccc4cccnc34)cc2)cc1OC,i,-6,3,1,9.8,12,2,1,-9,-9
O=C(CN1CCOCC1)NCc1ccc(F)cc1,i,7,5,3,-1.9,13,-2,-3,2,-7
CCC(C)(C(=O)NC1CCCCC1)N(C(=O)c1cnccn1)c1c(C)n(C)n(-c2ccccc2)c1=O (stereo not given),i,0,-1,-3,-1.2,15,-1,2,10,-7
O=C(CSc1ccc(-c2ccccc2)nn1)NCC1CCCO1 (stereo not given),i,-5,-2,-1,-1.9,-20,-1,-3,1,5
COc1cccc(C(=O)N2CCN(C(=O)C3CC3)CC2)c1,i,-1,2,-1,-0.8,-8,-6,-7,1,-3
CC(C)Cn1c(N)c(C(=O)COC(=O)c2ccc3ccccc3n2)c(=O)n(C)c1=O,i,-4,-21,0,-1.1,0,1,-2,-2,-7
Cc1ccc2cc(C3CC(c4ccco4)=NN3C(=O)CCC(=O)O)c(Cl)nc2c1 (stereo not given),i,-6,-4,-4,-0.7,-5,0,8,-2,-10
COC(=O)C(CSCc1ccccc1)NC(=O)CSc1nc(N)cc(=O)[nH]1 (stereo not given),i,2,2,-1,0.4,-6,2,-2,1,-3
CN1C(C)(C)c2ccccc2OS1(=O)=O,i,10,-2,0,-0.1,5,7,0,24,-2
Cc1ccccc1NC(=O)CCN1CCN(C)CC1,i,1,-1,-1,-2.9,7,3,3,0,-5
O=C(COC(=O)c1sc2ccccc2c1Cl)NCC1CCCCC1,i,-3,-3,-1,-0.9,-3,-10,-1,14,-8
CCCC1=C(C(=O)OCC)C(c2cccs2)C(C#N)=C(N)O1 (stereo not given),i,11,-9,0,1.0,8,-4,-7,-5,19
CCCOc1cccc(C(=O)NCCNC(=O)c2ccco2)c1,i,-2,6,0,0.1,-8,2,-5,2,1
COc1ccc(NC(=O)c2oc3ccccc3c2NC(=O)COc2ccccc2OC)c(OC)c1,i,20,1,0,0.1,-11,8,-1,11,-3
CCOC(=O)c1ccc(-n2c(-c3ccco3)nc3ccccc3c2=O)cc1,i,-6,-8,-1,-0.4,-26,2,0,2,0
CN(Cc1ccccc1)C(=O)CN1C(=O)NC2(CCCc3sccc32)C1=O (stereo not given),i,1,0,-5,-0.7,-6,-1,-4,-1,nt
OC1(C#CCN2CCOCC2)CCCCC1,i,-1,-4,-3,-0.8,10,3,1,3,5
CSCCC(NC(=O)COc1ccccc1)C(=O)NCc1cccs1 (stereo not given),i,8,0,-2,-1.9,-8,2,-2,-1,1
CCCCN1C=CC(=C2N=c3cccc([N+](=O)[O-])c3=N2)C=C1,i,0,-29,2,-0.4,0,-2,-7,1,-4
Cc1ccc(-n2nc(C)c(NC(=O)CCl)c2C)cc1,i,-1,-5,-4,-0.9,-5,6,3,2,-5
Cn1nc(C(C)(C)C)c([N+](=O)[O-])c1C(=O)Nc1ccccc1,i,8,2,-2,-1.0,-10,7,-1,0,-4
CCOC(=O)c1sc(C)c2c1NC1(CCCCC1)NC2=O,i,-2,1,1,1.6,7,-1,2,-2,-1
Cc1c(CC(=O)N[C@@H](CCCNC(N)=O)C(=O)O)c(=O)oc2cc3oc4c(c3cc12)CCCC4,i,-3,2,1,-0.8,9,6,-5,0,nt
COc1ccc(C(O)c2nc(-c3ccncc3)cs2)cc1 (stereo not given),i,-3,1,-2,-3.1,10,-4,-2,7,nt
Cc1cc(C)c2c(C)c(C(=O)Nc3c(C)n(C)n(-c4ccccc4)c3=O)oc2c1,i,6,1,0,-1.2,6,11,3,2,-4
CC1CCCN(C(=O)CN2C(=O)NC(C)(c3ccc4ccccc4c3)C2=O)C1 (stereo not given),i,3,-1,0,-1.9,7,-2,-3,-4,-7
Cc1noc(C)c1C(=O)NCCCc1ccccc1,i,-21,2,1,-0.6,-4,-3,-4,0,-2
COC(=O)C[n+]1cccc2ccccc21,i,132,-23,-11,-1.6,-8,-93,13,9,105*
CN1C(=O)CC(c2ccccc2)CC1=O,i,4,6,-2,0.5,-1,-3,-5,2,-6
CC(=O)Nc1c(O)nc(SCC(=O)N2CCN(c3ccc(F)cc3)CC2)[nH]c1=O,i,-1,1,-1,0.4,0,-2,2,0,1
CCOC(=O)C1=C(COc2ccccc2)NC(=O)NC1c1ccc(Cl)cc1 (stereo not given),i,-3,69*,-3,-1.1,-6,5,-4,4,50
CC(C)OC(=O)CSc1nc2cccnc2n1C1CCCCC1,i,-10,1,-3,0.9,-2,2,-6,-3,-12
Cc1nc([N+](=O)[O-])c(Br)n1CC(=O)c1ccc(Cl)cc1,i,4,-16,-2,-1.5,8,-7,-1,5,-4
C=CCSC1=NC(N)=C(C#N)C2(CCCCC2)C1C(N)=O (stereo not given),i,-6,-1,-2,-1.2,-10,2,-1,1,-7
CCCCC(O)(CCCC)C(=O)NN(C(=O)OC)c1ccccc1,i,31*,-5,-1,0.1,-5,4,-2,0,0
Cc1ccc(S(=O)(=O)N2CCSCCSCCSCCSCC2)cc1,i,12,1,0,3.7,7,2,-1,2,-22
O=C(CS(=O)(=O)c1ccccc1)Nc1ccc(S(=O)(=O)Nc2ccccn2)cc1,i,7,-1,1,-1.1,-8,0,3,4,-6

# Part of the list above with just SUMO1 PPI mod, SKN-1 inh and LMPTP block:
SMILES | SUMO1 PPI mod | SKN-1 inh | LMPTP block
Cc1nc([N+](=O)[O-])c(Br)n1CC(=O)c1ccc(Cl)cc1 | -16 | 8 | -1.5
CCOC(=O)C1=C(COc2ccccc2)NC(=O)NC1c1ccc(Cl)cc1 (stereo not given) | 69* | -6 | -1.1
Cc1c(CC(=O)N[C@@H](CCCNC(N)=O)C(=O)O)c(=O)oc2cc3oc4c(c3cc12)CCCC4 | 2 | 9 | -0.8

# (further entries)
SMILES,Rpn11 inh,NRP1-CendR mod,SUMO1 PPI mod,STEP block,LMPTP block,SKN-1 inh,MT1-MMP act inh,NadD inh,DNMT1 block,Scp1 inh
O=C(c1ccccc1NS(=O)(=O)c1ccc(Cl)cc1)N1CCc2ccccc21,i,6,2,1,1.9,0,-1,-8,1,-15
Cc1nc(Nc2ccccc2Cl)sc1C(=O)Nc1ccccc1,i,-2,0,-1,-0.3,12,-3,-2,-6,-21
CCN1CCN(c2nc3c(C)cccn3c(=O)c2/C=C(\C#N)S(=O)(=O)c2ccc(C)cc2)CC1,i,-37,-4,-4,1.7,4,-2,5,-7,-4
C=CCn1c(CCSCc2ccc(OC)c(C)c2)n[nH]c1=S,i,5,0,15,-2.6,12,6,-4,1,-7
CCN1CCN(C(c2cccc(OC)c2)c2sc3nc(C)nn3c2O)CC1 (stereo not given),i,4,3,0,-1.2,-12,1,-5,8,-4

# High-throughput results as filed in PubChem BioAssay.
